TDP1 block: inhibitors of human tyrosyl-DNA phosphodiesterase TDP1 | Potency, µM (top dose mostly 130 µM), for inactives: at the top dose activity change, negative = inhibition, most hits filed as inhibitors | 0.28% of 350,000 active | recombinant TDP1, AlphaScreen DNA substrate cleavage | Q9NUW8 | AID 485290; further: nearly all actives have a fitted effect of over 40% in size
Target sequence (Q9NUW8 whole entry, looked up): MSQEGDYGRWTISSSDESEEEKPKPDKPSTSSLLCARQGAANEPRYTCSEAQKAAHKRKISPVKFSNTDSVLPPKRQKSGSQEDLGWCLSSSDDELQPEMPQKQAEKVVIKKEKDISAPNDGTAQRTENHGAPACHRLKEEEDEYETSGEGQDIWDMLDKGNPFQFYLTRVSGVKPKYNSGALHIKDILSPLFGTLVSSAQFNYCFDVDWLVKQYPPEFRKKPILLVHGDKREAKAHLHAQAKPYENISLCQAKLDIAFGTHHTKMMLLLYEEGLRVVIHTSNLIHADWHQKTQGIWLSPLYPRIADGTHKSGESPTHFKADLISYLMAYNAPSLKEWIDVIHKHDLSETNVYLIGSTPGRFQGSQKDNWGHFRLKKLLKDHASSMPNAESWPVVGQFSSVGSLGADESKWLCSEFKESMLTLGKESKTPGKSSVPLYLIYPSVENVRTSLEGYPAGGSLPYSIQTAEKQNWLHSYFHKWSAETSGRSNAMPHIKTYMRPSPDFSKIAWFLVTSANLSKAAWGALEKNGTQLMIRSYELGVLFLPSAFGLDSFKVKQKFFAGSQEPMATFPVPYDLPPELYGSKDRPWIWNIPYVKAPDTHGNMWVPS
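Signal: AlphaScreen proximity between streptavidin donor and anti-FITC acceptor beads on intact substrate. Reaction: Tdp1 1 nM, substrate 15 nM final, 5 min RT after 15 min compound preincubation.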
TDP1 cell CPT: DT40-hTDP1 cell growth loss with CPT | chicken DT40 Tdp1-/-;hTDP1 cells + 20 nM CPT, ATP luminescence, 48 h | AID 686979 | Potency, µM (titrated, usually from 46.2 µM), for inactives: at the highest dose activity change, negative = growth inhibition, hits mostly inhibitors | 12% of 420,000 active; further: nearly all actives have a fitted effect of over 55% in size
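Chicken DT40 Tdp1-/- cells complemented with human TDP1, 400 cells/well, exposed to compounds plus 20 nM camptothecin for at least 48 h at 37 C; viability read as ATP content by CellTiter-Glo luminescence.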
TDP1 cell noCPT: qHTS for Inhibitors of human tyrosyl-DNA phosphodiesterase 1 (TDP1): qHTS in cells in absence of CPT; AID 686978, 2013; Potency, µM (titrated, usually from 46.2 µM), for inactives: at the top dose activity change, negative = growth inhibition, usual class: inhibitors; 15% of 420,000 active; DT40 Tdp1-/- hTDP1 cells, no CPT, ATP luminescence, 48 h; further: nearly all actives have a fitted effect of over 55% in size
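Chicken DT40 Tdp1-/- cells stably complemented with human TDP1 were seeded at 400 cells/well with DMSO in place of 20 nM camptothecin. After compound pinning, cells grew at least 48 hr at 37 °C; viability read by CellTiter-Glo luminescence.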
Starred values were filed as active, the others as inactive; ? = inconclusive; . = no result given; [ ] = dose if it differs, or a comment. The call rests on the fitted dose curve; in most records, active means well fitted curve in the direction sought with a large enough effect; inconclusive means small, poorly fitted or top-dose-only effect, or another doubt; inactive means no such curve, though single readings can be large; an effect the other way counts as inactive or inconclusive. On the % scale 0 is the no-effect control and ±100 the full control effect; potency means the concentration at half of the fitted maximal effect.

A first look, 2 compounds:
structure	TDP1 block	TDP1 cell CPT	TDP1 cell noCPT
COCC1CCCN(C(=O)c2cc(COc3ccc(C(C)=O)cc3)on2)C1 (stereo not given)	.	-22%	-28%
COc1ccc2ccccc2c1/C=N/n1cnnc1	.	20%	?

The whole of this part, repeating the preview:
structure	TDP1 block	TDP1 cell CPT	TDP1 cell noCPT
COCC1CCCN(C(=O)c2cc(COc3ccc(C(C)=O)cc3)on2)C1 (stereo not given)	.	-22%	-28%
COc1ccc2ccccc2c1/C=N/n1cnnc1	.	20%	?
Cc1cccc(C)c1NC(=O)C1(N(C(=O)c2ccccn2)c2ccc(O)cc2)CCCCC1	6%	-1%	4%
Cc1cc(/C=C2\SC(=O)N(C)C2=O)c(C)n1-c1ccc(S(N)(=O)=O)cc1	.	18µM*	9.2µM*
Cc1oc(-c2ccc(Cl)cc2)[n+]([O-])c1C	5%	-25%	-5%
C[C@H]1CN([C@@H](C)CO)C(=O)c2cc(C3=CCCC3)cnc2O[C@@H]1CN(C)C(=O)c1ccncc1	.	-15%	-22%
COC(=O)Nc1ccc2c(c1)N(C(=O)CCN1CCN3CCCC3C1)c1ccccc1S2 (stereo not given)	8%	13µM*	?
COc1ccc(C(=O)Nc2ccc(-c3n[nH]c(=S)o3)cc2)cc1OC	.	-12%	-27%
Nn1c(SCC(=O)NCCC2=CCCCC2)nnc1C(F)(F)F	6%	1%	-9%
O=C(NCc1ccccc1)c1ccc2c(c1)N(Cc1ccccc1)C(=O)c1ccccc1S2(=O)=O	3%	-9%	?

Grouped by structure, those above with an aryl methoxy group (2)
structure	TDP1 block	TDP1 cell CPT	TDP1 cell noCPT
COc1ccc2ccccc2c1/C=N/n1cnnc1	.	20%	?
COc1ccc(C(=O)Nc2ccc(-c3n[nH]c(=S)o3)cc2)cc1OC	.	-12%	-27%

The results go on:
structure	TDP1 block	TDP1 cell CPT	TDP1 cell noCPT
CCOC(=O)C1CCN(c2c(NCc3ccc(C(=O)Nc4ccc(C)cc4)cc3)c(=O)c2=O)CC1	.	-9%	-19%
CCc1nnc(N/N=C/c2ccc(O)c(OC)c2)n1N	.	?	0%
COc1ccc(NC(=O)c2cn3c(nc4ccccc43)c(C#N)c2C)cc1	.	-9%	6%
CC(=O)Nc1cc(C(=O)N2CCN(C(=O)c3ccco3)CC2)cc2ncn(CCc3ccccn3)c12	.	-13%[9.04 µM]	-6%
Cc1cccc2cc(C#N)c(NCc3ccccc3)nc12	3%	?	-5%
Clc1ccccc1/C=C/c1nc(-c2ccccn2)no1	4%	17%	-23%
COc1cc(NC(=O)COC(=O)C=C(C)C)c(C)cc1[N+](=O)[O-]	3%	3%	-4%
O=C(COC(=O)c1ccc(=O)n(Cc2ccccc2)n1)Nc1ccc2c(c1)OCCO2	4%	-6%	-3%
Cc1cc(C)n2nc(CNS(=O)(=O)c3cccc([N+](=O)[O-])c3)nc2n1	2%	7%	1%
O=C(NCCNC(=O)c1ccccc1O)c1ccccc1O	.	?	-14%

Next results follow.
structure	TDP1 block	TDP1 cell CPT	TDP1 cell noCPT
Cc1ccc(N2C(=O)CC(Cc3cccc(C)c3)C2=O)cc1 (stereo not given)	5%	2%	-21%
O=C(NCc1cccc(OC(F)(F)F)c1)C1CCC(=O)N(Cc2cccc(F)c2)C1 (stereo not given)	2%	-15%	8%
Cc1csc(NC(=O)c2c(-c3ccccc3)noc2C)n1	.	0%	?
CC(=O)N1c2ccccc2NC2=C(C(=O)CC(C)(C)C2)C1c1cccn1C (stereo not given)	3%	3%	-5%
O=[N+]([O-])c1ccc(Nc2nc(NCCN3CCOCC3)nc(Nc3ccc(Cl)cc3)n2)cc1	.	14µM*	10µM*
C=CCn1c(=N)n(CC(=O)c2ccc(OC)cc2)c2ccccc21	1%	?	?
O=C(Nc1ccc(-c2nc3ccccc3o2)cc1)c1ccc2c(c1)OCO2	2%	?	-29%
O=C(NC1CCS(=O)(=O)C1)c1ccc(N2CCCCC2)c([N+](=O)[O-])c1 (stereo not given)	-3%	-9%	-22%
COC(=O)c1c(NC(=O)c2nc(SC)ncc2Cl)sc2c1CCCC2	4%	1%	11%
O=C(CSc1ncn[nH]1)NCCc1ccccc1	-2%	-7%	-11%

Next part
structure	TDP1 block	TDP1 cell CPT	TDP1 cell noCPT
COc1ccc(-n2c(=O)c3sc4ccccc4c3n(CC(=O)N3CCCC3)c2=O)cc1	6%	-15%	-27%
CCN(CC)CCn1c2ccccc2c2nc3ccc([N+](=O)[O-])cc3cc21	.	8.2µM*	4.6µM*
CCc1ccc(NC(=O)Cn2nnc(C(=O)NCCc3ccc(OC)c(OC)c3)c2N)cc1	-3%	-20%	0%
CCCc1cc(=O)n2[nH]c(NCc3ccccc3Cl)nc2n1	7%	-17%	0%
CCOc1ccc(CCN2C(=O)C(=O)N([C@@H](CC(C)C)CN3CCC[C@@H]3CN3C(=O)C(=O)NC[C@@H]3Cc3ccccc3)C[C@@H]2CC(C)C)cc1	.	?	23µM*
N#C/C(=C/c1cn[nH]c1-c1cccc(Br)c1)C(=O)O	1%	-5%	-22%
CCN(CC)S(=O)(=O)c1cccc(C(=O)NC(Cc2c[nH]c3ccccc23)c2nnc3n2CCCCC3)c1 (stereo not given)	4%	-6%	?
O=c1cc(O)c(-c2ccc(Cl)cc2)c(Cl)[nH]1	-2%	-5%	6%
CCn1c(CNc2ccc(C(=O)O)cc2)nc2ccccc21	2%	?	?
COc1ccccc1C(=O)NC(=O)COC(=O)Cc1n[nH]c(=O)c2ccccc12	9%[0.505 µM]	2%	-1%

2 records drawn at random from the list so far, as already listed:
structure	TDP1 block	TDP1 cell CPT	TDP1 cell noCPT
O=c1cc(O)c(-c2ccc(Cl)cc2)c(Cl)[nH]1	-2%	-5%	6%
COc1ccccc1C(=O)NC(=O)COC(=O)Cc1n[nH]c(=O)c2ccccc12	9%[0.505 µM]	2%	-1%

Next section.
structure	TDP1 block	TDP1 cell CPT	TDP1 cell noCPT
Cn1c(=O)n(-c2ccc(Br)cc2F)c(=O)c2sc3ccccc3c21	6%	?	?
CC(=O)NC12CC3CC(C1)CC(C(=O)Nc1nc4ccc(F)cc4s1)(C3)C2	7%	?	26µM*
CCOc1ccccc1CN1CCC(N2CCC(C(=O)NC3CC3)CC2)CC1	1%	?	-7%
COc1ccccc1CNC(=O)CCC(=O)N1Cc2cccc(OC)c2Oc2ncccc21	1%	7%	-10%
CNC(=S)N/N=C/c1cc(Br)cc(Br)c1O	-1%	?	?
Cc1cc(C)c(C#N)c(SCC(=O)N(CC(C)C)C2CCS(=O)(=O)C2)n1 (stereo not given)	-13%	3%	10%
C=CCOn1c(=O)c(-c2ccccc2)[n+]([O-])c2ccccc21	4%	5%	-9%
COC(=O)C[C@H]1CC[C@H](NC(=O)Nc2ccccc2)[C@@H](CO)O1	.	5%	-1%
CCOC(=O)C1=C2SCCN2C(=O)C(C#N)C1(C)C (stereo not given)	4%	8%	-22%
Cc1cc(C)nc(Sc2nc(Cl)nc(N(c3ccccc3)c3ccccc3)n2)n1	1%	?	?

(list continues)
structure	TDP1 block	TDP1 cell CPT	TDP1 cell noCPT
COC(=O)c1ccc(N2NC(=O)/C(=C/c3ccc(OC)c(OC)c3)C2=O)cc1	.	2%	8%
O=[N+]([O-])c1cc([N+](=O)[O-])c(Oc2cc(Cl)ccc2Cl)cc1NC1CCCCCCC1	.	18µM*	?
CCC(=O)N1N=C(c2ccc(C)o2)CC1c1ccc(OC)cc1 (stereo not given)	3%	?	6%
Cc1ccc(CNC(=O)C2CC(c3ccccc3F)=NO2)cc1 (stereo not given)	1%	?	16µM*
COc1ccc(-c2noc(CN(C(=O)Cc3ccc(C)cc3)C(C)C)n2)cc1	2%	?	?
O=C(CSc1nnc2ccc(-c3ccccc3)nn12)NCC1CCCO1 (stereo not given)	1%	-1%	17%
O=C(CS(=O)(=O)c1nc(-c2ccc(Cl)cc2)cn1-c1ccccc1)Nc1cccc(Cl)c1	12%	23µM*	?
COc1ccc(CNC(=O)CN2CCN(S(=O)(=O)c3ccccc3)CC2)cc1	1%	-25%	-22%
COc1ccc(CC(=O)NNC(=S)Nc2ccc(Br)cc2)cc1	7%	-13%	14%
O=C(CS(=O)(=O)c1cn(CC(=O)N2CCCC2)c2ccccc12)Nc1ccccc1F	2%[56.1 µM]	-6%	-4%

More entries
structure	TDP1 block	TDP1 cell CPT	TDP1 cell noCPT
O=C(Nc1ccc(F)cc1)C1C(c2ccccc2)C1(Cl)Cl (stereo not given)	1%	-25%	?
CSc1n[nH]c2nc3c(c(=O)n12)C1(CCCC1)Cc1ccccc1-3	5%	-26%	?
COc1ccccc1CNC(=O)CCCn1c(=O)c2ccccc2n(Cc2ccccc2C#N)c1=O	2%	26µM*	4.6µM*
CCOC(=O)C1CN(S(C)(=O)=O)c2cc(CC(=O)OC)ccc2O1 (stereo not given)	5%	8%	11%
O=C(NOCc1ccccc1)c1coc(-c2ccccc2)n1	.	9%	17%
O=C(/C=C/c1ccccc1Cl)NCc1cccs1	0%	?	?
CCOC(=O)N1CCc2c(sc(NCc3ccc(OC)c(OC)c3OC)c2C(=O)Nc2ccc(OC)cc2OC)C1	10%	?	16µM*
Cc1cc(S(=O)(=O)Nc2cccc(C(=O)O)c2)c(C)c(S(=O)(=O)c2ccccc2)c1	2%[12.3 µM]	6%	0%
CC1=C(C(=O)N(C(C)C)C(C)C)CC(CC(=O)NCc2cccc3ccccc23)C(=O)N1Cc1ccc(F)cc1 (stereo not given)	.	?	?
CC(C)C(NS(=O)(=O)c1ccc2c(c1)Cc1cc(S(=O)(=O)NC(C(=O)O)C(C)C)ccc1-2)C(=O)O (stereo not given)	3%	6%	0%

Later entries:
structure	TDP1 block	TDP1 cell CPT	TDP1 cell noCPT
COc1ccc(/C(N)=N/OC(=O)Cc2ccccc2[N+](=O)[O-])cc1	7%	-26%	-15%
COc1ccccc1NS(=O)(=O)c1cccc(C(=O)NCc2ccco2)c1	1%	-16%	-22%
Cn1c(NCC(O)c2ccccc2)nc2c1c(=O)n(Cc1ccc(Cl)cc1)c(=O)n2C (stereo not given)	3%	16µM*	21µM*
CCC(NS(=O)(=O)c1cn(C)nc1C)c1ccccc1 (stereo not given)	5%	1%	-4%
O=C(COC(=O)c1ccc[nH]c1=O)NC1CC1	0%	3%	5%
CCCCCCCC(=O)NNC(=O)CCC(=O)O	2%	0%	-1%
CCN(c1cccc(C)c1)S(=O)(=O)c1nnc(NC(=O)c2ccco2)s1	8%	0%	-6%
O=C(NCc1cccs1)c1ccc(CS(=O)Cc2ccc(Cl)cc2)o1 (stereo not given)	.	?	?
CN(C)c1ccc(-c2ccnc3c2CC(C)(C(=O)Nc2cccc(OC(F)(F)F)c2)O3)cc1 (stereo not given)	.	-19%	-20%
CCC(=O)N1CCC1(C)C(=O)Nc1ccc(Cl)c(Cl)c1 (stereo not given)	.	-27%	?

Following part
structure	TDP1 block	TDP1 cell CPT	TDP1 cell noCPT
CCN(CC)CC#CC(C)(C)OC(C)=O	.	-7%	0%
CCC(c1nnnn1C1CCCC1)N1CCN(Cc2ccccc2)CC1 (stereo not given)	0%	-6%	-20%
COC(=O)C1=C(C)NC(=O)CC1c1ccc(C(=O)OC)cc1 (stereo not given)	1%	1%	4%
CC(C)Cc1ccc(C(=O)NCc2ccc3c(c2)OCO3)o1	.	?	-14%
CC1CC(=O)N(CC(=O)Nc2cccc(Cl)c2)c2ccccc2S1(=O)=O (stereo not given)	1%	-20%	-5%
CCn1c(=O)cc(SCC(=O)NCCN2CCN(Cc3ccccc3)CC2)c2ccccc21	2%	2%	-20%
N#Cc1ccc(OS(=O)(=O)c2ccc(-c3ccon3)s2)cc1	1%	12µM*	?
CC(=O)Nc1ccc(S(=O)(=O)N2CC3(C)CC2CC(C)(C)C3)cc1 (stereo not given)	5%	-6%	?
CCCCOC(=O)c1cccc(NC(=O)c2cc3ccccc3o2)c1	0%[12.3 µM]	13µM*	5.2µM*
C=CCOC(=O)C(C(=O)Cc1ccccc1)c1ccccc1 (stereo not given)	.	1%	-18%

Further structures:
structure	TDP1 block	TDP1 cell CPT	TDP1 cell noCPT
CCc1ccc(NC(=O)Cn2c(=O)n(CCC(C)C)c(=O)c3cccnc32)cc1	-6%	?	?
COC(=O)c1cn(C(=O)c2ccc(OC)cc2)c2ccccc12	.	8.2µM*	4.6µM*
CC(C)CC1NC(=O)c2cccnc2-n2c1nc1cc(F)ccc1c2=O (stereo not given)	.	-23%	-6%
COc1ccc(Cl)cc1NC(=O)CSc1nnc(-c2ccncc2)n1CC1CCCO1 (stereo not given)	-1%	-6%	-22%

Screening data deposited in PubChem BioAssay by National Center for Advancing Translational Sciences (NCATS).

This is a random part of the collection; any-hit rate near 18%.
